SIRT5 inh – blocks human SIRT5 desuccinylation of peptide | inhibition, % at 15 µM | Purified SirT5, succinyl-peptide AMC, trypsin-coupled fluorescence | hit rate 1.1% among 330,000 | AID 652115; in the data active means inhibition above about 15%; inconclusive means no clear call, values can overlap the other calls
ERAP1 HTS inh – inhibitors of human ERAP1 aminopeptidase. inhibition, % at 10.7 µM. recombinant ERAP1, Leu-AMC fluorescence, 60 min. hit rate 0.15% among 340,000. Q9NZ08;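 active means mean replicate inhibition of at least 30%, or all replicates individually reaching that 30% level; inactive means mean below 30% and not every replicate reaching it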;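 further: 0% = neutral control wells and 100% = L-leucinethiol positive control wells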
DENV2 CPE – protects cells from dengue virus 2 cytopathic effect; DENV2-infected cells, cytopathic effect rescue, plate reader; CPE inhibition, % at 9.99 µM; AID 651640; hit rate 1.7% among 350,000; in the data active means CPE inhibition above about 20%, passing the limit was not always enough; inconclusive means no clear call, values can overlap the other calls; tested in BHK-21 cells;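 further: 0% = median of neutral control wells and 100% = median of positive control wells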
CASP6 VEID inh – blocks human caspase-6 cleavage activity. P55212. purified caspase-6, Z-VEID-R110 cleavage fluorescence. inhibition, % at 12.5 µM. hit rate 0.53% among 350,000. AID 686996;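 active means mean inhibition across replicates at least about 35%, with every replicate also reaching that limit, limit read from the data; inconclusive means only one of the two criteria met; inactive means neither criterion met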;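 further: 0% = median of neutral control wells and 100% = no fluorescence left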
Target sequence (P55212 24-179 limits assumed): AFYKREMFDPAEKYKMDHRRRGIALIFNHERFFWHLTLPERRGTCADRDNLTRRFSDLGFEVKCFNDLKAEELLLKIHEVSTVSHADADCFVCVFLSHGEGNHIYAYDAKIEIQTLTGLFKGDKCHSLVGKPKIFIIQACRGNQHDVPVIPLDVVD
Target sequence (P55212 194-293 limits assumed): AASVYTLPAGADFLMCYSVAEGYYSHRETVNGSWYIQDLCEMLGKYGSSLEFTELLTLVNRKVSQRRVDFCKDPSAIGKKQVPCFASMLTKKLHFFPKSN
miR122 inh – blocks miR-122 activity in Huh7 sensor cells | Huh7 miR-122 Renilla luciferase sensor, 48 h; neutral wells = 0, positive control = 100 | activation (reporter increase), % at 12.5 µM | hit rate 0.3% among 340,000;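 active means mean replicate activation score at least 90 and every replicate individually at or above 90; inconclusive means only one of the two criteria met; inactive means neither criterion met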;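 further: higher luciferase means less miR-122 activity so hits act as miR-122 inhibitors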
ERp5 block – ERp5 (human) disulfide isomerase inhibition. AID 651711. Q15084. inhibition, % at 9.99 µM. ERp5 insulin aggregation, absorbance 650 nm, 90 min. hit rate 0.05% among 350,000;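 active means mean replicate inhibition above about 25%, with every replicate also reaching it, limit read from the data, passing the limit was not always enough; inconclusive means only one of those two criteria met; inactive means neither criterion met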
Target sequence (Q15084 whole entry, looked up): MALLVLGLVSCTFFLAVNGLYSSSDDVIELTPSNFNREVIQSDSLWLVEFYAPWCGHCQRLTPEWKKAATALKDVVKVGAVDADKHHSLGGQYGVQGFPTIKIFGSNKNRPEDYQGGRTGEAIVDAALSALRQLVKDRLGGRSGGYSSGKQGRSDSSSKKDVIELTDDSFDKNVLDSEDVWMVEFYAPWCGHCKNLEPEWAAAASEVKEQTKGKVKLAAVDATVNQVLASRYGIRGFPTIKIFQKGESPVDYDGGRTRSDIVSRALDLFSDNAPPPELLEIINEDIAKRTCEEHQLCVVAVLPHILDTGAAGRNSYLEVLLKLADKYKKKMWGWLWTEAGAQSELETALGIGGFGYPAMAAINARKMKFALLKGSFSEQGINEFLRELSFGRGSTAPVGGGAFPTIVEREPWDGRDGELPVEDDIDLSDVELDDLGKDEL
F508del corr – correctors of CFTR F508del function in bronchial epithelial cells. CFBE cells, YFP halide quenching; stimulated with forskolin plus potentiator P3; % fluorescence drop versus neutral controls. activity (quench increase), % at 7.58 µM. hit rate 0.36% among 350,000. AID 720511;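 active means mean added fluorescence quench of at least 8% versus neutral control, with both replicates also reaching 8%; inconclusive means only one of the mean or replicate conditions met; inactive means mean below 8% and not both replicates reaching 8%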;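 further: cells transiently co-express mutant CFTR-F508del with the halide-sensitive YFP; corrector assay measuring rescue of mutant channel to the surface after 24 h compound exposure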
* = called active by the depositor; ? = inconclusive; / = not tested or not shown; & = joins results of further samples; [ ] = another dose, or the depositor's remark.

The first 3 entries (preview)
DENV2 CPE	ERp5 block	SIRT5 inh	CASP6 VEID inh	ERAP1 HTS inh	F508del corr	miR122 inh	SMILES
15	1	-3	1	-5	-2.2	4[16.7 µM]	COc1ccc(S(=O)(=O)N(C)C[C@@H]2Oc3ccc(N(C)C)cc3CC(=O)N([C@@H](C)CO)C[C@@H]2C)cc1
-8	3	-9	-1	-3	-2.0	-2[16.7 µM]	CN1CCN(C(=O)C[C@@H]2C[C@@H]3c4cc(NC(=O)NC5CCCCC5)ccc4O[C@@H]3[C@H](CO)O2)CC1
-9	-3	-1	-2	-2	2.2	-5	O=C(CC1SC(N2CCCCC2)=NC1=O)Nc1cccc(C(=O)N2CCCC(C(F)(F)F)C2)c1 (stereo not drawn)

Main list, repeating the preview:
DENV2 CPE	ERp5 block	SIRT5 inh	CASP6 VEID inh	ERAP1 HTS inh	F508del corr	miR122 inh	SMILES
15	1	-3	1	-5	-2.2	4[16.7 µM]	COc1ccc(S(=O)(=O)N(C)C[C@@H]2Oc3ccc(N(C)C)cc3CC(=O)N([C@@H](C)CO)C[C@@H]2C)cc1
-8	3	-9	-1	-3	-2.0	-2[16.7 µM]	CN1CCN(C(=O)C[C@@H]2C[C@@H]3c4cc(NC(=O)NC5CCCCC5)ccc4O[C@@H]3[C@H](CO)O2)CC1
-9	-3	-1	-2	-2	2.2	-5	O=C(CC1SC(N2CCCCC2)=NC1=O)Nc1cccc(C(=O)N2CCCC(C(F)(F)F)C2)c1 (stereo not drawn)
11	-3	-11	-1	-3	-0.7	/	Cc1nc(SCC2(C)CC2(Cl)Cl)n[nH]1 (stereo not drawn)
-1	-1	1	4	0	-1.1	-4[16.7 µM]	COc1ccc(NC(=O)N(C)C[C@H]2OCCCC[C@H](C)Oc3ccc(NC(=O)Nc4ccccc4)cc3C(=O)N([C@H](C)CO)C[C@@H]2C)cc1
-12	1	3	3	2	-0.7	-4	CCCC[C@H]1COCCS(=O)(=O)N1Cc1cccc([N+](=O)[O-])c1
5	12	-1	1	-1	-2.0	11	CCN(C(=O)COC(=O)c1ccc(OC)c(S(=O)(=O)N2CCCc3ccccc32)c1)C1CCS(=O)(=O)C1 (stereo not drawn)
2	-15	-10	5	0	-0.6	-4	CC(C)[C@H](NC(=O)c1ccccc1)C(=O)OCC(=O)NCC1CCCO1 (stereo partly drawn)
-7	6	2	5	-3	-1.2	/	CCOC(=O)c1ccc(NC(=O)c2cc(C)nn2-c2ccccc2)cc1
-4	-1	-2	0	1	5.3	-1[16.7 µM]	C[C@H]1CN([C@@H](C)CO)C(=O)c2cccc(NC(=O)Nc3ccc(F)cc3)c2O[C@@H]1CN(C)Cc1ccncc1
-6	-3	-4	0	-1	2.8	-1	C/C(=N\NC(=O)c1nnn(-c2nonc2N)c1CN(C)c1ccccc1)c1cccs1
-2	2	-1	-1	4	-2.0	/	C[C@@H]1CN(c2ccc(N3CCN(C(=O)OC(C)(C)C)C[C@@H]3C)cc2C#N)CCN1Cc1ccccc1
-6	-5	3	0	-1	3.1	11[16.7 µM]	CC(=O)N(C)C[C@@H]1Oc2cc(-c3cccc(F)c3)ccc2S(=O)(=O)N([C@H](C)CO)C[C@@H]1C
-7	0	0	-1	3	/	/	Cc1nc(SCc2ccc(O)c([N+](=O)[O-])c2)n[nH]1
1	2	-6	0	0	-0.9	-11[16.7 µM]	CO[C@H]1CN(C)C(=O)c2cc(NC(=O)C3CCOCC3)ccc2OC[C@@H](C)N(C(C)=O)C[C@H]1C
-7	-7	0	-2	0	1.9	10	Cc1ccc(-c2cn(S(=O)(=O)c3cccc([N+](=O)[O-])c3)nc2N)cc1
-7	-1	3	0	2	-0.4	/	CCN1CCN(c2ccc(NC(=O)c3ccco3)cc2Cl)CC1
4	0	/	1	-3	2.4	-3	COc1ccc(Cn2cc(C(=O)c3ccccc3)c(=O)c3cc(OC)ccc32)cc1
-4	-6	5	3	7	-0.5	-1	O=C(CSc1cn(CCNC(=O)c2ccccc2)c2ccccc12)NCc1ccco1
-1	4	-1	5	1	4.0	0	O=C(COC(=O)Cn1[nH]c(=O)c2ccccc2c1=O)Nc1ncc(Cl)cc1Cl
-2	1	-2	-3	-5	/	/	CC1CCCC(NC(=O)COc2ncnc3ccccc23)C1C (stereo not drawn)
3	1	-1	4	-4	-1.1	1	CN1CCc2c(sc(NC(=O)C3CCN(S(=O)(=O)c4cccs4)CC3)c2C(N)=O)C1
0	1	-2	-1	/	-2.1	1	CCOC1=C2CN(S(=O)(=O)c3ccccc3)[C@H](c3ccccc3)C[C@H]2n2c(=O)n(-c3ccccc3)c(=O)n2C1
5	1	0	2	-2	-0.4	-8	O=C(CN(CC1CCCO1)C(=O)CNS(=O)(=O)c1ccc(Cl)cc1)NC1CCCCC1 (stereo not drawn)
1	-2	-2	23	2	6.6	/	COc1ccc(NC(=O)c2cc(-c3ccco3)nc3ccccc23)cn1
-5	-9	2	5	2	-0.4	-8	Cc1n[nH]c2ccc([N+](=O)[O-])cc2c1=O
0	3	-7	5	1	-4.0	-7	O=C(O)c1ccc(Cl)c(S(=O)(=O)N(Cc2ccccc2)c2ccc(Cl)cc2)c1
-2	6	7	-4	-3	-0.5	-3	COCC(C)N1CCC(Oc2ccc(C(=O)NCc3ccccn3)cc2)CC1 (stereo not drawn)
5	1	-3	2	-1	-0.4	4[16.7 µM]	C[C@H](CO)N1C[C@H](C)[C@H](CN(C)C(=O)NC2CCCCC2)Oc2c(NS(=O)(=O)c3ccccc3)cccc2C1=O
-7	0	-1	/	-3	-1.6	61	COc1ccc(NC(=O)NCC(C)CSc2ccc(C)cc2)c(OC)c1 (stereo not drawn)
5	3	-3	1	0	-0.6	-1	CCN(CC)S(=O)(=O)c1ccc(NCc2ccccn2)nc1
-1	-3	4	-10	15	1.4	-4[16.7 µM]	CN(C)CCCNC(=O)C[C@@H]1CC[C@H]2[C@@H](COC[C@@H](O)CN2Cc2ccc(Cl)c(Cl)c2)O1
4	-6	0	0	0	0.0	/	C[C@@H]1CN([C@@H](C)CO)C(=O)Cc2cc(NC(=O)Nc3ccc4c(c3)OCO4)ccc2O[C@H]1CN(C)S(C)(=O)=O
?	-2	/	4	/	4.4	-3	CCOC(=O)[C@H]1[C@H]2COc3ccc(Br)cc3[C@@H]2N2C(=O)c3cc(F)c(F)cc3NC(=O)[C@@]12C
4	-7	0	-4	0	0.7	/	O=C(O)CCCCCCC(=O)Nc1ccc(C2OC(CSCCO)CC(c3ccccc3)O2)cc1 (stereo not drawn)
4	-3	8	2	2	-2.2	3[16.7 µM]	COc1ccccc1CNC(=O)C[C@@H]1C[C@@H]2c3cc(NC(=O)c4cccnc4)ccc3O[C@@H]2[C@@H](CO)O1
-2&3	7&-3	-2&-6	0&-2	1	0.8&-2.6	-3	C[C@@H]1CN([C@H](C)CO)C(=O)CCCn2nncc2CO[C@H]1CN(C)C(=O)CCC(F)(F)F
-9	0	2	1	0	-3.0	/	CCCC(O)C#Cc1cnc2c(c1)C(=O)N([C@H](C)CO)C[C@H](C)[C@H](CN(C)C(=O)Nc1cccc3ccccc13)O2 (stereo partly drawn)
-6	-5	3	-4	0	-0.2	/	CCC(=O)Nc1ccc2c(c1)C(=O)N(C)C[C@H](OC)[C@@H](C)CN(Cc1ccccc1F)[C@@H](C)CO2
2	-2	-2	-4	-1	-3.6	/	Cc1cc(C)c2c(N)c(C(=O)NN3CC(=O)N(c4cccc(Cl)c4)CC3=O)sc2n1
-3	1	-1	2	-1	-1.5	0	CC(C)Oc1ccc(C(=O)NCCNC(=O)c2ccco2)cc1
7	0	-6	1	4	2.3	-5	Cc1ccc(NC(=O)c2cnccn2)c(C)c1
?	4	-1	-4	-2	-0.2	3	Cn1ncc([N+](=O)[O-])c1C(=O)Nc1cc(Cl)ccc1Cl
17	1	-3	0	0	0.7	/	C/C=C/c1ccc([C@@H]2[C@H](CO)N3C(=O)CN(S(=O)(=O)c4cccc(F)c4)C[C@@H]23)cc1
-6	-8	1	-2	9	0.2	-1	O=[N+]([O-])c1ccc(CN2CC(N3CCN(CCO)CC3)CS2(=O)=O)cc1 (stereo not drawn)
-4	-2	25*	-4	3	-1.4	/	CO[C@H]1CN(C)C(=O)c2ccc(NS(=O)(=O)CC(F)(F)F)cc2OC[C@H](C)N(C)C[C@@H]1C
6	6	3	0	3	3.0	5	O=C(COC(=O)c1ccc(O)cc1)NCCCc1ccccc1
-8	10	-4	-145	2	3.7	1	CCN(c1ccccc1)S(=O)(=O)c1ccc(C(=O)Nc2ncccc2C)cc1
4	4	0	-1	2	0.5	-3	O=C(CSc1nc(=O)n2ccccc2n1)Nc1ccc2c(c1)OCO2
?	12	3	1	-2	/	/	Cc1ccc(S(=O)(=O)N(C)C)cc1NC(=O)c1ccc(OC(F)(F)F)cc1

2 compounds from above, limited to miR122 inh, DENV2 CPE and F508del corr.
| structure | miR122 inh | DENV2 CPE | F508del corr |
| --- | --- | --- | --- |
| CC(C)Oc1ccc(C(=O)NCCNC(=O)c2ccco2)cc1 | 0 | -3 | -1.5 |
| Cc1ccc(NC(=O)c2cnccn2)c(C)c1 | -5 | 7 | 2.3 |

(cont.)
DENV2 CPE	ERp5 block	SIRT5 inh	CASP6 VEID inh	ERAP1 HTS inh	F508del corr	miR122 inh	SMILES
2	2	1	0	3	-2.1	/	Cc1noc(C)c1CCC(=O)N1CCCC(CCC(=O)NCc2ccccc2F)C1 (stereo not drawn)
0	/	0	1	2	-2.8	1	O=c1c(/C=N/O)coc2ccc(Cl)cc12
-22	/	/	/	/	5.6	8[16.7 µM]	CN1c2ccc(-c3cccc(C#N)c3)cc2[C@H]2[C@H](CCN2S(=O)(=O)c2cccc(F)c2)[C@H]1CO
/	-2	-1	3	9	-4.2	-33	O=[N+]([O-])c1cncc([N+](=O)[O-])c1Nc1ccccc1Cl
-5	4	-3	0	1	0.4	/	CO[C@H]1CN(C)C(=O)c2cc(NC(=O)NC3CCCC3)ccc2OC[C@@H](C)N(C)C[C@@H]1C
-6	2	-11	-52	11	-1.5	1	COc1ccc(-c2nc(NCCN(C)C)nc3ccsc23)c(C)c1
10	-2	2	-4	-2	-1.0	-4	NC(=O)C1=C[C@H](c2ccc(C(F)(F)F)cc2)C[C@H](OCCCCO)O1
-5	-4	-4	4	3	0.2	-12	CN1CCc2c(n(CC(O)CN(CCO)CCO)c3ccccc23)C1=O (stereo not drawn)
-7	4	0	-3	-2	/	/	CC(C)(C)c1ccc(COC(=O)Nc2ccc(F)cc2)cc1

3 compounds out of the list above, ordered by the number in CASP6 VEID inh, smallest number first.
Molecule,DENV2 CPE,ERp5 block,SIRT5 inh,CASP6 VEID inh,ERAP1 HTS inh,F508del corr,miR122 inh
CC(C)(C)c1ccc(COC(=O)Nc2ccc(F)cc2)cc1,-7,4,0,-3,-2,/,/
O=c1c(/C=N/O)coc2ccc(Cl)cc12,0,/,0,1,2,-2.8,1
O=[N+]([O-])c1cncc([N+](=O)[O-])c1Nc1ccccc1Cl,/,-2,-1,3,9,-4.2,-33

Source: PubChem BioAssay
